Hsp70 inhibitors = Hsp70 inhibitors, probe displacement, primary screen, biochemical, fluorescence polarization (AID 583); 140,000 compounds, 0.06% hits; Hsp70 fluorescence polarization probe displacement, mP; higher % means a stronger effect; displacement, % at 20 µM, or IC50 in µM where a hit was titrated; in the data active = displacement above about 50%;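 note: plate controls were vehicle for no effect and reference ligand for full effect; a part of the inactive calls stands beside numbers as strong as those of hits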
MKP-3 inhibition = inhibition of rat DUSP6 enzyme activity – biochemical, in vitro, primary screen (AID 425); 110,000 compounds, 0.17% hits; one-dose inhibition, % at 20 µM; IC50 in µM for titrated hits; recombinant MKP-3 phosphatase activity, fluorescence; higher % means a stronger effect; in the data active = inhibition above about 50%;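 note: plate controls were vehicle for no effect and reference inhibitor for full effect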
The depositor's hits bear a star; . = not tested or not shown; & = joins results of further samples. A portion of the library; the hit share may differ from the screen's.

A first look (six entries):
SMILES	Hsp70 inhibitors	MKP-3 inhibition
CC1Cn2c(nc3sc4c(c3c2=O)CCC4)N1CCO (centres undefined)	2.4%	-10%
CCn1c(SCc2ccc(C(=O)OC)o2)nc2sc3c(c2c1=O)CCCC3	2.2%	-7%
COC(=O)c1c(C)nn(-c2ccccc2)c1N	-1.9%	4%
O=C1c2ccccc2C(=O)N1n1cnnc1	-7.1%	-2%
CC(=O)c1ccc(NC(=O)c2ccc(-c3ccc([N+](=O)[O-])cc3)o2)cc1	9.0%	11%
c1c(C2CCCCC2)n[nH]c1CN1CCCCC1	1.4%	-4%

This part in full, repeating the preview:
SMILES	Hsp70 inhibitors	MKP-3 inhibition
CC1Cn2c(nc3sc4c(c3c2=O)CCC4)N1CCO (centres undefined)	2.4%	-10%
CCn1c(SCc2ccc(C(=O)OC)o2)nc2sc3c(c2c1=O)CCCC3	2.2%	-7%
COC(=O)c1c(C)nn(-c2ccccc2)c1N	-1.9%	4%
O=C1c2ccccc2C(=O)N1n1cnnc1	-7.1%	-2%
CC(=O)c1ccc(NC(=O)c2ccc(-c3ccc([N+](=O)[O-])cc3)o2)cc1	9.0%	11%
c1c(C2CCCCC2)n[nH]c1CN1CCCCC1	1.4%	-4%
CCC(=O)N1c2ccccc2NC2=C(C(=O)CCC2)C1c1cccnc1 (centres undefined)	3.6%	-3%
COC(=O)C1=C(C)N=C2SC(C)C(=O)N2C1c1cccs1 (centres undefined)	-1.0%	-3%
O=C(NCCc1c[nH]c2ccccc12)c1ccc(-n2cnnn2)cc1	0.6%	-2%
CCOC(=O)C1CN(S(=O)(=O)c2ccccc2)CCN1S(=O)(=O)c1ccccc1 (centres undefined)	-3.5%	.
O=C(CN1C(=O)COc2ccccc21)N1CCCc2ccccc21	-1.7%	-1%
Cc1cc(NC(=O)c2cc(-c3ccccc3)nc3ccccc23)no1	-1.9%	0%
Nc1nc(NC(=O)c2ccco2)nn1-c1ccccc1	5.0%	-2%
CCOC(=O)Nc1ccc2c(c1)N(C(=O)CCN1CCOCC1)c1ccccc1S2=O (centres undefined)	-2.3%	0%
O=C(NC(Nc1ccccc1)C(=O)c1cccs1)c1ccccc1 (centres undefined)	-2.1%	2%
O=S(=O)(Nc1ccc(F)c(Cl)c1)c1ccccc1Cl	4.6%	1%
NC(=O)Cc1cn(-c2ncc(C(F)(F)F)cc2Cl)c2ccccc12	-0.2%	.
CCOC(=O)c1c(NC(=O)c2ccc(C)o2)sc2c1CCC(C)C2 (centres undefined)	-3.2%	2%
COc1cc(C2NC(=O)C(C#N)=C(S)N2c2ccc(C)cc2)ccc1OC(C)C (centres undefined)	5.4%	.
CCOC(=O)c1ccc(Nc2cc(C)nc(N3CCOCC3)n2)cc1	-0.2%	-12%
COc1ccc(-c2nn(C)c(=O)c3ccccc23)cc1NC(=O)Cn1nc(C)c2ccccc2c1=O	-1.5%	-9%
O=C(COC(=O)c1ccccn1)Nc1cccc(Cl)c1Cl	-1.6%	-8%
Cc1ccc(NC(=O)CCC(=O)O)c(C)c1	-5.1%	2%
CCOc1cc(S(=O)(=O)NCc2cccs2)ccc1Cl	4.8%	4%
O=C(O)c1nn2c(c1Cl)NC(c1ccccc1)CC2C(F)(F)F (centres undefined)	-4.3%	1%
CCOC(=O)COc1ccc(S(=O)(=O)N2CCN(C(=O)OCC)CC2)cc1	1.4%	-6%
c1ccc(CCn2nnnc2CN2CCCc3ccccc32)cc1	20%	1%
O=C1CC(c2c[nH]c3ccccc23)C(=O)N1c1ccccc1 (centres undefined)	4.6%	.
COc1ccccc1C(=O)Nn1cnc2ccccc2c1=O	-0.6%	3%
O=C(COC(=O)CCCNC(=O)c1ccc(Cl)cc1)NC1CC1	-2.3%	.

Six compounds out of the list above, sorted by their value in MKP-3 inhibition, highest first:
Molecule,MKP-3 inhibition
COc1ccccc1C(=O)Nn1cnc2ccccc2c1=O,3%
Cc1ccc(NC(=O)CCC(=O)O)c(C)c1,2%
O=S(=O)(Nc1ccc(F)c(Cl)c1)c1ccccc1Cl,1%
CCOC(=O)COc1ccc(S(=O)(=O)N2CCN(C(=O)OCC)CC2)cc1,-6%
COc1ccc(-c2nn(C)c(=O)c3ccccc23)cc1NC(=O)Cn1nc(C)c2ccccc2c1=O,-9%
CCOC(=O)c1ccc(Nc2cc(C)nc(N3CCOCC3)n2)cc1,-12%

Continuation:
SMILES	Hsp70 inhibitors	MKP-3 inhibition
CC(C)(C)C1CCC(=NNS(=O)(=O)c2ccc(Br)cc2)CC1 (centres undefined)	-4.1%	.
CCOc1nc(NCc2ccco2)nc(Nc2ccc(OC)cc2)n1	1.8%	-2%
Cc1cc(NC(=O)c2c(-c3ccccc3Cl)noc2C)no1	-3.0%	-6%
COc1ccc(S(=O)(=O)Nc2cccc3ccccc23)cc1Br	-0.4%	4%
COCCN1C(=O)C(=O)/C(=C(/O)c2cccc(OC)c2)C1c1ccco1 (centres undefined)	0.8%	4%
O=C(Nc1ccc(-c2nc3ccccc3o2)cc1)c1ccco1	1.2%	1%
COc1ccc(N(CC(=O)Nc2nccs2)S(=O)(=O)c2c(C)nn(C)c2C)cc1	0.2%	-2%
O=c1oc2cc(O)ccc2cc1-c1csc(-c2ccc(-c3ccccc3)cc2)n1	-34%	-5%
CCOC(=O)c1c(N)sc(C(O)(C(F)(F)F)C(F)(F)F)c1-c1ccccc1	4.0%	.
Nc1nnc(SCC(=O)Nc2ccccc2[N+](=O)[O-])s1	1.6%	-4%
CCCC(=O)NCc1nc2ccccc2n1C	2.3%	4%
COc1cc(C2C3C(=O)N(c4ccccc4)C(=O)C3ON2c2ccccc2)ccc1O (centres undefined)	4.0%	-5%
CCOC(=O)c1ccc(N2C(=O)CC(N(Cc3ccc4c(c3)OCO4)C(=O)Nc3ccccc3)C2=O)cc1 (centres undefined)	-3.3%	.
COc1ccccc1C(=O)N1CCN(C(=O)c2ccc([N+](=O)[O-])cc2)CC1	-1.7%	2%
O=C1C2C3C=CC([C@@H]2C(=O)N1Cc1cccnc1)C31CC1 (some centres undefined)	3.5%	.
COc1cccc(N2C(=O)/C(=C/c3ccccc3Cl)SC2=S)c1	0.5%	-6%
CCOc1c(Cl)cc(/C=C2\C(=O)NC(=O)N(C)C2=O)cc1Cl	-2.5%	3%
CCCCN(CC)C(=O)C1CCC(=O)N(c2ccc(OC)cc2)C1c1ccc(OC)c(OC)c1 (centres undefined)	-4.2%	-2%
CCCN(CCC)S(=O)(=O)c1ccc(C(=O)NCc2ccc3c(c2)OCO3)cc1	-0.7%	-4%
Cc1ccc(SCc2cn3cccnc3n2)cc1	-7.6%	.
O=C(CSc1nc(-c2ccccc2)cc(=O)[nH]1)Nc1ccccn1	-1.3%	1%
Cn1cnc2cc(NS(=O)(=O)c3ccc(Br)cc3)ccc21	1.5%	0%
COc1cc(-c2nnc(SCC(=O)Nc3cc(C)on3)n2C)cc(OC)c1O	-3.7%	1%
O=C1Nc2ccc(Br)c3cccc1c23	1.4%	0%
FC(F)(F)COc1nc(N2CCOCC2)nc(N(c2ccccc2)c2ccccc2)n1	1.1%	.
CCN(CC)C(=O)CN(c1cccc(C(F)(F)F)c1)S(C)(=O)=O	2.6%&-1.1%	-9%
Cc1ccc(Oc2ccc(Cl)cc2NC(=O)c2cnccn2)cc1	-5.7%	.
O=C(Nc1ccc(Cl)cc1)Nc1nnc(Cc2ccc(Cl)cc2)s1	-3.2%	2%
CCc1nnc(NC(=O)CSc2nnc(C)n2CC2CCCO2)s1 (centres undefined)	1.3%	-6%
O=P(CN1CCCCC1)(c1ccccc1)c1ccccc1	-0.1%	1%
Nc1nc2ccc3c(c2s1)CCCC3	-3.7%	2%
Cc1ccc(C)c(NS(=O)(=O)c2cc(C(N)=O)ccc2C)c1	.	-6%
N#Cc1cccc(NC(=O)Nc2cccs2)c1	-7.1%	-1%
Cc1ccc(NC(=O)Cn2cccc2)cc1Cl	-3.5%	-1%
CC(=O)c1ccc(S(=O)(=O)NCc2cccnc2)cc1	-2.6%	-1%
CCCc1cc(=O)oc2cc(OCC(=O)Nc3ccc4c(c3)OCCO4)ccc12	3.2%	.
CCCCC(CC)C(=O)Nc1ccc(Cl)cn1 (centres undefined)	-0.5%	0%
O=C(Nc1ccccn1)c1cccc(S(=O)(=O)N2CCOCC2)c1	0.1%	-1%
COCN(C#N)c1nc(OC)nc(OC)n1	-1.3%	-9%
CCOC(=O)C(Cc1c[nH]c2ccccc12)NC(=O)c1ccco1 (centres undefined)	2.0%	0%
COC(=O)C1=C(C)N(C)C(=O)NC1c1cc(Cl)c(O)c(OC)c1 (centres undefined)	3.6%	.
O=C(NCc1ccccc1)C1COc2ccccc2O1 (centres undefined)	-4.4%	.
CCOC(=O)Nc1sc2c(c1C(=O)OCC)CCC(CC)C2 (centres undefined)	-3.6%	5%
COc1ccc2nc(Nc3nc(CSc4nnnn4-c4ccccc4)cc(=O)[nH]3)nc(C)c2c1	7.8%	.
O=C(c1ccc2c(c1)OCCO2)N1CCN(Cc2ccccc2)CC1	4.1%	.

Nothing new here: entries from further up.
SMILES	Hsp70 inhibitors	MKP-3 inhibition
Nc1nc2ccc3c(c2s1)CCCC3	-3.7%	2%
Cc1ccc(C)c(NS(=O)(=O)c2cc(C(N)=O)ccc2C)c1	.	-6%
N#Cc1cccc(NC(=O)Nc2cccs2)c1	-7.1%	-1%

(further entries)
SMILES	Hsp70 inhibitors	MKP-3 inhibition
CC(Cc1ccccc1)NC(=O)C1(c2ccccc2)CCOCC1 (centres undefined)	-2.4%	.
Cc1ccc(S(=O)(=O)N2CCC(O)(c3cccnc3)CC2)cc1	5.7%	.
Cc1cccc(-c2nc(C#N)c(N3CCCCCC3)o2)c1	1.3%	-14%
O=C(Nc1c(F)c(F)c(F)c(F)c1F)c1ccccc1F	-0.3%	4%
O=C(Nc1ncnc2c1CCC2)C12CC3CC(CC(C3)C1)C2	5.9%	-8%
NC(=O)CSc1nnc(C2CC2)n1Cc1ccccc1	0.1%	-3%
Cc1ccccc1NC(=O)CC1SC(N)=NC1=O (centres undefined)	3.7%	4%
COc1ccc(C2C(CC(=O)O)=C(O)C(=O)N2c2ccccc2)cc1 (centres undefined)	4.4%	-2%
COc1cc(C(=O)Oc2ccc3c(C)cc(=O)oc3c2C(C)=O)cc(OC)c1OC	1.2%	1%
Cc1ccc(NC(=O)c2ccccc2C(F)(F)F)c(C)c1	1.2%	3%
COc1ccc(C(c2nnnn2C2CCCC2)N2CCC(C)CC2)cc1 (centres undefined)	2.6%	-2%
CCCC(=O)Nc1cccc(NC(=O)c2cc([N+](=O)[O-])ccc2Br)c1	-0.1%	4%
CC(C)C(c1nnnn1CC1CCCO1)N1CCN(Cc2ccc3c(c2)OCO3)CC1 (centres undefined)	1.8%	-4%
COc1ccc(OCc2n[nH]c(=S)o2)cc1	0.8%	.
COC(=O)CSc1nnc(C2COc3ccccc3O2)n1-c1ccccc1 (centres undefined)	5.4%	0%
CCN1C(=O)CC(NCc2ccc3c(c2)OCO3)C1=O (centres undefined)	-0.9%	.
Cc1cc(C)nc(N2CCC(CNC(=O)CCc3ccccc3)CC2)n1	5.5%	-12%
Cc1ccc(C)c(S(=O)(=O)N2CCC(c3nc4c(nnn4Cc4ccc(F)cc4)c(=O)[nH]3)CC2)c1	-6.8%	3%
CCOC(=O)C1=C(O)/C(=C/c2ccc(N(C)C)cc2)N=C1C	-133%	2%
COC(=O)c1[nH]c2cc(OC)c(OC)cc2c1NC(=O)CN1CCN(Cc2ccccc2)CC1	0.0%	-6%
CC(C)C(C(=O)Nc1cccnc1)N1C(=O)c2ccccc2C1=O (centres undefined)	4.5%	-22%
Cc1ccc(/C=N/N=C(c2ccccc2)c2ccccc2)o1	-0.1%	-1%
CC(=O)N1CCN(c2ccc(NC(=O)c3cccc(Cl)c3)cc2)CC1	2.8%	-4%
Cc1ccc(-n2nc3cc(C)c(NC(=O)c4cccnc4)cc3n2)cc1	-0.9%&2.2%	3%
CCn1c(=O)cc(SCC(=O)Nc2cccnc2)c2ccccc21	2.2%	0%
Cc1ccc(-n2[nH]c(=O)c(/C=C3\C=Nc4ccccc43)c2O)cc1Cl	1.8%	-2%
Cc1nnc(SCC(=O)c2ccc(Cl)cc2Cl)s1	1.7%	3%
Cn1cc(Cl)c(C(=O)NC2CCCCCC2)n1	-0.1%	-5%
Cc1cc(C)c2nc(SCCC#N)nc(C)c2c1	-3.2%	-9%
CCn1c(COc2ccccc2)nc2ccccc21	-4.5%	.
COc1ccccc1N1CCN(C(c2ccccn2)c2nnnn2C2CCCCC2)CC1 (centres undefined)	-4.4%	.
C=CCNC(=O)C1CCN(S(=O)(=O)c2ccc(Br)cc2)CC1	-4.5%	-14%
Cc1ccc2cc(C(c3nnnn3C3CCCC3)N3CCN(c4ccccc4)CC3)c(=O)[nH]c2c1 (centres undefined)	4.2%	5%
CCOc1cccc(C(=O)Nc2ccc3ccccc3c2)c1	0.1%	2%
CCc1ccc(C(=O)N2CCCC2)s1	-3.8%	-13%
CC(=O)c1ccc(/C=C2\SC(=S)N(C)C2=O)o1	-1.8%	6%
CCOC(=O)Cc1csc(NC(=O)CSc2nnnn2-c2ccc(CC)cc2)n1	6.3%	-4%

Bioassay records as filed in PubChem.
